# B2AR arrestin: beta2AR (human) beta-arrestin recruitment activity | Potency, µM (doses to about 46.1 µM), for the others: top-dose activation, most hits filed as activators | P07550 | AID 492947 | beta-arrestin recruitment to beta2AR, cell-based reporter | 330,000 compounds, 0.02% hits;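 also: potency is read from the fitted curve at half-maximal effect; 0% = DMSO controls and full agonism = EC100 isoproterenol or metaproterenol; nearly all actives have a fitted effect of over 65% in size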
# uPA generation: blocks generation of uPA at the cell surface; cell surface uPA generation assay, qHTS; Potency, µM (titrated, usually from 38.3 µM), for the others: at the top dose activity change, negative = inhibition, actives largely listed as inhibitors; 330,000 compounds, 0.31% hits; AID 540303; active = well fitted inhibition curve with a large enough effect; inconclusive = small, poorly fitted or top-dose-only effect; inactive = no such curve, though single readings can be large or run the other way; tested in mouse RAW 264.7 cells; also: potency is read from the fitted curve at half-maximal effect; nearly all actives have a fitted effect of over 55% in size
# KCNH2 3.1 inh: blocks the human KCNH2 3.1 channel isoform. U2OS KCNH2 3.1, thallium flux FluxOr; active compounds read low. activity change, % (tested at about 1.8 µM). 340,000 compounds, 0.95% hits. AID 720553;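 active = maximum activity change below -70%; inconclusive = maximum activity change from -70% to -50%; inactive = maximum activity change above -50%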;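 also: thallium influx rate constant from kinetic fluorescence after stimulation buffer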
#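 Thallium flux via FluxOr fluorescence (Red40 quencher, 45 min loading) in U2OS cells virally expressing the KCNH2 3.1 isoform (1.77 x 10^8 /mL virus, overnight at 37 C). Rate constants from 2-min kinetic reads post-stimulation, normalised to positive and negative controls.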
# USP2a inh: USP2a (human) protease inhibition | 330,000 compounds, 0.01% hits | Potency, µM (series often up to 38.3 µM), for inactives: at the top dose activity change, negative = inhibition, most hits filed as inhibitors | O75604 | USP2 core, Ub-CHOP2 coupled fluorogenic reporter, 485/531;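 also: potency is read from the fitted curve at half-maximal effect; plate controls were DMSO wells for no effect and full inhibition by NEM control for full effect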
# Target sequence (O75604 whole entry, looked up): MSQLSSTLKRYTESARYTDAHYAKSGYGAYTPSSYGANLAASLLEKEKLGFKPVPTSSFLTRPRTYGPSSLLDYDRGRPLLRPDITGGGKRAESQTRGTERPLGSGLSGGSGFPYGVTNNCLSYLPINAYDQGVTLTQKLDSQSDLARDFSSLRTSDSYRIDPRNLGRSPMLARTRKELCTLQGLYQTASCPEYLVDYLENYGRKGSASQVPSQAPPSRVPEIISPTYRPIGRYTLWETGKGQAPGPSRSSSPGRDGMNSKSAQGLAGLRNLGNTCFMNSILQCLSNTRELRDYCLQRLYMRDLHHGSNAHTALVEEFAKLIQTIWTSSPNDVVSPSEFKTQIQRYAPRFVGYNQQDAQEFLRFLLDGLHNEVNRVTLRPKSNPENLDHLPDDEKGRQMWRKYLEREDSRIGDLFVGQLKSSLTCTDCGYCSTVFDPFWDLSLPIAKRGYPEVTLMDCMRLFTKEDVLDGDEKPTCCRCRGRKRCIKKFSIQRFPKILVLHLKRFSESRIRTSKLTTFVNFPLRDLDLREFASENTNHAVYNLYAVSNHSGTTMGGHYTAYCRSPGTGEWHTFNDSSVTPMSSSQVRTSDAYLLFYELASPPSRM
#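 USP2 core (10nM final) preincubated 30min RT with compound in 20mM Tris-HCl pH 8.0, 2mM CaCl2, 2mM beta-mercaptoethanol, 0.05% CHAPS; 25nM Ub-CHOP2 plus 25nM reporter substrate added, fluorescence (Ex485/Em531) read after 60min.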
# PKM2 activator: increases activity of human pyruvate kinase M2; Potency, µM (titrated, usually from 57.5 µM), for inactives: at the highest dose activation, actives largely listed as activators; P14618; 260,000 compounds, 0.34% hits; purified PKM2, Kinase-Glo ATP luminescence, activation; response scale: 0% is enzyme alone, no compound; also: potency is read from the fitted curve at half-maximal effect; nearly all actives have a fitted effect of over 55% in size
#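 Kinase-Glo luminescence reports ATP generated from ADP (0.1 mM) and PEP (0.5 mM) by purified hPK-M2 after 1 h at room temperature, pH 7.2 imidazole buffer; intermediate enzyme activity allows detecting inhibitors and activators.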
# FBPA coupling cs: inhibits coupling enzyme system, counter-screen for aldolase hits; coupling enzyme system counterscreen, AmpLite Red fluorescence; activity change, negative = inhibition, % at 58.2 µM, hits read low; 290,000 compounds, 0.67% hits; in the data active = activity change below about -30%
#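 Coupling enzymes only (glyceraldehyde-3-phosphate) + compound, at 57.5 uM final, 10 min RT; add substrate/coupling/AmpLite Red mix, 20 min RT; fluorescence ex 525/em 598 nm. Actives flag coupling-system interference.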
# BCR signal inh: chronic active BCR signaling inhibition; AID 493014; ABC-DLBCL IkBa-CBG/CBR reporter, luminescence ratio, 4 h; Potency, µM (doses to about 46.1 µM), without a hit: at the highest dose ratio change, negative = lower green/red ratio, usual class: inhibitors; 340,000 compounds, 0.05% hits; active = well fitted inhibition curve with a large enough effect in the signal ratio, with a control signal flat, not every such curve was filed as active; inconclusive = small, poorly fitted or top-dose-only effect, or effect the other way, or a change in a side signal; the % refers to the signal ratio;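 also: potency is read from the fitted curve at half-maximal effect; plate controls were basal doxycycline-induced cells for no effect and cells given 10 µM MG132 for full effect; MG132 reads +100%, hits lower the ratio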
#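 TMD8 ABC-DLBCL cells carrying doxycycline-inducible green luciferase fused to IkappaBalpha plus unfused red luciferase were exposed to compounds (up to 46 uM) for 4 hrs at 37C. Activity came from the overlap-corrected green/red luminescence ratio.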
# GALK inh: blocks human galactokinase activity; Purified GALK, Kinase-Glo residual ATP luminescence; Potency, µM (top dose mostly 57.5 µM), inactives show at the highest dose activity change, negative = inhibition, usual class: inhibitors; P51570; 270,000 compounds, 0.007% hits; also: potency is read from the fitted curve at half-maximal effect
# Target sequence (P51570 whole entry, looked up): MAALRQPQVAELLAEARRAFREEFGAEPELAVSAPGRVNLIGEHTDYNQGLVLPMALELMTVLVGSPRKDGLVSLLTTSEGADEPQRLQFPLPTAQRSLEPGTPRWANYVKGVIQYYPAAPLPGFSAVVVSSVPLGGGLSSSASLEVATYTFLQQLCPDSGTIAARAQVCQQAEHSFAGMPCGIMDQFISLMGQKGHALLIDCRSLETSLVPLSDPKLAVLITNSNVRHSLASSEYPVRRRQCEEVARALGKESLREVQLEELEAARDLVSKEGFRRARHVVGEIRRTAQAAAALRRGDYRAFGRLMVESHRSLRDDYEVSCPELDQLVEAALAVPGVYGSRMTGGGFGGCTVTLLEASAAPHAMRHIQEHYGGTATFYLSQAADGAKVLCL
#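 Luminescence from leftover ATP (Ultra-Glo luciferase/luciferin) served as read-out after a 1 h room-temperature reaction of 5 nM GALK with 35 uM ATP and 100 uM galactose.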
# Eya2 inh: inhibitors of human Eya2 phosphatase activity | O00167 | recombinant Eya2, OMFP fluorescence dephosphorylation (OMFP is methylfluorescein phosphate) | Potency, µM (doses to about 76.9 µM), for the others: at the highest dose activity, negative = inhibition, usual class: inhibitors | 330,000 compounds, 0.006% hits | AID 488837; also: potency is read from the fitted curve at half-maximal effect
#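 Eya2 protein (added as 0.2 uM solution) was preincubated with compound for 10 min at ambient temperature in 50 mM HEPES pH 7.5, 50 mM NaCl, 5 uM MgCl2, 0.05% BSA, 1 mM DTT. OMFP (added at 50 uM) then reacted 10 min; fluorescence read at 485/525 nm.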
# hERG WT inh: KCNH2 (human, wildtype) channel inhibition | U2OS, BacMam KCNH2, thallium flux FluxOr; active compounds read low | AID 720551 | 340,000 compounds, 0.37% hits | Q12809 | activity change, % at 1.84 µM;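 active = maximum activity change below -70%; inconclusive = maximum activity change between -70% and -50%; inactive = maximum activity change above -50%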
#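 U2OS cells were transduced with wild-type KCNH2 virus (2.03 x 10^8 / mL) for 4 h at room temperature, then cultured overnight at 37 C. Thallium flux was read with FluxOr dye. Rate constants were normalized to DMSO controls.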
# Giardia killer: kills Giardia lamblia; Giardia lamblia trophozoite viability; 340,000 compounds, 0.15% hits; activity change, % at 7.66 µM, hits read low; in the data active = activity change below about -80%; inconclusive = between about -30% and that limit;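 also: parasites exposed to compound for two days anaerobically before the ATP read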
#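 Giardia lamblia trophozoites (100 cells/well) were incubated with compounds for 48 h at 37 deg C under anaerobic conditions. Viability was read as ATP content by one-step luminescence after 15-30 min at room temperature.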
# * = called active by the depositor; ? = inconclusive; · = not tested or not shown. Unless noted, calls follow the shape of the dose curve; as a rule, active = well fitted curve in the direction sought with a large enough effect; inconclusive = small, poorly fitted or top-dose-only effect, or another doubt; inactive = no such curve, though single readings can be large; an effect the other way counts as inactive or inconclusive. Unless noted, % is scaled to controls: 0 for no effect and ±100 for the full control effect.
SMILES,B2AR arrestin,uPA generation,KCNH2 3.1 inh,USP2a inh,PKM2 activator,FBPA coupling cs,BCR signal inh,GALK inh,Eya2 inh,hERG WT inh,Giardia killer
O=C(NCCN1CCOCC1)C1CCC(=O)N1Cc1ccc(F)cc1 (stereo unspecified),-0.1%,·,8,5%,4%,4,-13%,0%,0%,-5,-9
O=C(CNC(=O)c1cccc(F)c1)OCC(=O)N1CCCCC1,-0.3%,-12%,17,1%,-12%,-1,-1%,-1%,-5%,-7,-20
COc1ccc(-c2ccnc3nc(N4CCOCC4)nn23)cc1,0.0%,2%,-108*,2%,-13%,-4,8%,3%,-2%,-4,16
CCc1nnc(NC(=O)c2cccc(S(=O)(=O)N3CCc4ccccc43)c2)s1,0.2%,7%,-8,0%,0%,-1,-2%,0%,10%,-10,-6
Cc1nn(-c2ccccc2)c(C)c1C(=O)OCC(=O)NCc1ccco1,-0.1%,-3%,14,1%,13%,1,-18%,1%,24%,12,9
O=C(CCN1CCN(c2ccc([N+](=O)[O-])cc2)CC1)c1ccc(Cl)cc1,0.2%,-4%,-113*,-1%,·,-3,-2%,·,-1%,-77*,10
Cc1cc(=O)n2[nH]c(NCc3c(F)cccc3Cl)nc2n1,-1.6%,7%,-3,2%,1%,-19,0%,-2%,9%,-12,-5
CN(C)C(=O)c1ccc(NC(=O)COc2cccc3c2OC(C)(C)C3)cc1,-0.3%,-6%,-12,-2%,·,·,-6%,·,3%,-3,9
Cc1cc(C)c2c(=O)[nH]n(C3CCOC(C)(C)C3)c2n1 (stereo unspecified),-0.7%,-2%,1,4%,3%,-5,-8%,1%,-6%,-9,12
COc1ccc(/C=N/n2c(C)cc(C)cc2=O)cc1,-0.7%,1%,13,5%,-16%,-1,2%,0%,2%,3,2
O=C(NCC(c1cccs1)N1CCOCC1)c1cn(-c2ccccc2)nc1-c1ccccc1 (stereo unspecified),0.2%,4%,3,0%,·,·,-1%,·,13%,6,-4
O=C(CSc1ccc2nnc(-c3cccnc3)n2n1)N1CCc2ccccc21,0.1%,·,·,-1%,-2%,2,-3%,2%,10%,·,·
COc1ccc(S(=O)(=O)N2CCOC2CNC(=O)C(=O)NCCCN2CCOCC2)cc1C (stereo unspecified),0.4%,6%,4,0%,3%,-1,5%,-3%,-6%,-17,12
CCCCN(C(=O)c1cc2c(s1)CCC2)c1c(N)n(CC(C)C)c(=O)[nH]c1=O,-0.2%,0%,4,1%,·,·,?,·,20%,-3,?
C/C=C(\C)C(=O)Nc1cccc(C2=NOC3(C2)C[C@H](C(N)=O)N(C(=O)CC#N)C3)c1 (stereo partly specified),-0.4%,17%,9,0%,-1%,-2,-6%,-2%,6%,16,29
COC(=O)c1c(C)[nH]c(C(=O)C(C)OC(=O)C2CC2C)c1C (stereo unspecified),0.5%,-6%,27,1%,·,·,0%,·,10%,19,-27
Cc1occc1C(=O)N1CCN(c2ccc(Cl)cc2)CC1,-0.2%,-4%,-1,0%,-7%,·,3%,0%,2%,0,-25
O=C(CSCc1ccccc1)NNC(=S)Nc1cccc(Cl)c1Cl,-0.2%,1%,-5,2%,2%,5,?,-1%,12%,8,-9
CCOC(=O)c1c(C)c(C(=O)N2CCCCCC2)c(C)n1C,-0.9%,·,-5,-6%,-6%,8,1%,4%,-5%,-8,4
C=CCOc1ccccc1CNc1cccc(F)c1,-0.3%,0%,7,-1%,-2%,-2,-1%,·,5%,1,16
Cc1cc[n+](CC(=O)c2ccccc2)c2ccccc12,0.3%,-3%,6,-1%,0%,-1,1%,-2%,-3%,6,-2
Cc1ccc(S(=O)(=O)N(C)/N=C/c2ccc(C(=O)O)cc2)cc1,0.3%,-1%,-3,6%,11%,16,13%,0%,7%,-9,-29
Cc1cc(/C=C2\NC(=O)NC2=O)c(C)n1-c1cccnc1,-0.1%,-2%,0,2%,?,0,0%,3%,5%,3,13
COc1ccc(NC(=O)CCn2c(=S)[nH]c3ccccc3c2=O)cc1,-0.1%,1%,1,-2%,·,·,0%,-2%,-13%,-11,-8
CCn1c(=N)n(CC(=O)c2ccc(Br)s2)c2ccccc21,0.1%,-5%,9,-3%,-10%,8,?,5%,-10%,19,-15

# Other structures.
SMILES,B2AR arrestin,uPA generation,KCNH2 3.1 inh,USP2a inh,PKM2 activator,FBPA coupling cs,BCR signal inh,GALK inh,Eya2 inh,hERG WT inh,Giardia killer
Cc1cccc(Cn2cc3c(=O)n(Cc4cccc(F)c4)nc-3c3ccccc32)c1,-0.1%,0%,27,5%,·,2,5%,5%,-1%,3,18
COc1cc(/C=N/O)cc(Br)c1OC,-1.1%,0%,14,-1%,-1%,0,-2%,0%,7%,2,9
O=C(Cc1c(F)cccc1Cl)NNC(=S)Nc1ccc(S(=O)(=O)Nc2ncccn2)cc1,2.1%,6%,-8,-2%,-1%,7,-8%,-1%,-3%,-11,16
O=C(Cc1ccc(Cl)cc1)N/N=C/c1ccncc1,-0.7%,-5%,-1,2%,-5%,-1,-1%,-1%,8%,-9,-1
O=C(/C=C/c1ccc([N+](=O)[O-])cc1)NC1CC2CCC1C2 (stereo unspecified),0.1%,0%,-3,1%,0%,-6,-18%,1%,5%,-3,8
O=C(NCCc1ccccc1)NC(Cc1ccccc1)C(=O)O (stereo unspecified),-0.5%,-5%,-6,5%,·,4,?,1%,4%,-8,-2
CSc1oc(-c2ccccc2)nc1S(=O)(=O)c1ccc(C)cc1,-0.7%,-9%,-7,2%,0%,-1,0%,-1%,8%,-4,-7
CC(=O)c1cccc(Nc2nc(-c3sc(N)nc3C)cs2)c1,0.0%,-4%,0,-1%,-3%,-23,?,-3%,1%,0,-5
COc1ccc(C2SCCN2S(=O)(=O)c2ccc(NC(C)=O)cc2)cc1OC (stereo unspecified),0.4%,?,-4,1%,-1%,0,-13%,13%,-10%,6,7
COc1ccc(C2SCC(=O)N2c2nnc(C34CC5CC(CC(C5)C3)C4)s2)cc1 (stereo unspecified),0.0%,-1%,-18,1%,8%,2,2%,0%,-13%,1,7
Cn1c(SCc2ccccc2)nnc1C1CCCNC1 (stereo unspecified),-0.3%,2%,5,2%,0%,2,6%,0%,4%,1,-26
CCOC(=O)N1CCC(NC(=O)Cn2nc(Cc3ccncc3)c3ccccc3c2=O)CC1,0.2%,4%,-15,-5%,3%,3,-8%,1%,-6%,3,4
Cc1ccc(S(=O)(=O)N2CCOCC2)cc1C(=O)NCCCn1ccnc1,0.2%,6%,-11,-1%,3%,-7,-7%,0%,28%,-90*,-2
CCc1ccccc1NC(=O)CNC(=O)c1cc(C2CC2)nc2c1cnn2C(C)C,-0.5%,30%,-10,-1%,·,·,3%,·,-17%,-11,9
O=c1sc(N2CCN(c3ccccc3F)CC2)nc2ccsc12,-1.0%,0%,-2,2%,0%,0,4%,0%,-29%,-4,19
CCCN(CCC)C(=O)c1cn(C)c2ccc(S(=O)(=O)N3CCCC3)cc2c1=O,-1.1%,7%,-3,2%,·,·,0%,5%,9%,15,3
O=C(CC1C(=O)NCCN1Cc1cccc(F)c1F)NCCCC1CCCC1 (stereo unspecified),-1.0%,-12%,-17,-6%,·,·,-6%,-2%,-5%,-3,5
Fc1ccc(NC(=S)Nc2cccnc2)cc1Cl,-0.2%,16%,-4,1%,-1%,-6,1%,-1%,-8%,-9,-3
O=C(Nc1c(S(=O)(=O)c2ccc(Cl)cc2)csc1Br)c1ccccc1Cl,-0.7%,5%,0,1%,-2%,-1,4%,·,3%,-7,-16
COc1ccc(N(C(=O)c2ccco2)C(C(=O)NC2CCCC2)c2cccs2)c(OC)c1 (stereo unspecified),-0.5%,-3%,9,4%,-1%,0,-13%,-2%,1%,-6,7
COc1ccc(/C=C2\SC(=S)N(CCCC(=O)Nc3ccc(O)cc3)C2=O)cc1,-0.2%,-8%,-1,-5%,-1%,0,?,9%,-12%,-7,12
CCOC(=O)c1cnc(SC)nc1Sc1cc(Cl)ccc1Cl,-0.1%,-12%,-9,-4%,-7%,10,?,3%,-1%,-11,3
COc1ccccc1NC(=O)c1coc(=O)c(Br)c1,0.6%,-2%,-1,3%,2%,1,-25%,·,2%,5,-26
CCn1nc(C)c(NS(=O)(=O)c2ccc(C)cc2)c1C,0.0%,-7%,12,3%,0%,0,?,-3%,8%,6,-8
CCOc1ccc(/C(C)=N\NC(=O)Cc2ccccc2)cc1,-0.9%,-6%,-12,2%,6%,0,3%,-2%,-2%,10,?

# Copied from the list.
# For uPA generation, CSc1oc(-c2ccccc2)nc1S(=O)(=O)c1ccc(C)cc1 has -9%
# For Eya2 inh, O=C(/C=C/c1ccc([N+](=O)[O-])cc1)NC1CC2CCC1C2 (stereo unspecified) has 5%

# Screening results: PubChem BioAssay, National Center for Advancing Translational Sciences (NCATS)

# Compounds were not picked by outcome (roughly 2.4% active in at least one column).
